Source: PubChem (several laboratories)
NPR1 activator: GC-A (human) enzyme activation | 370,000 compounds, 0.14% hits | AID 1671463 | activation, % at 10 µM | HEK293 GC-A cells, cGMP TR-FRET, EC30 ANP; 0% at EC30 ANP, 100% saturating ANP; in the data active = activation above about 40%
Target sequence (P16066 whole entry, looked up): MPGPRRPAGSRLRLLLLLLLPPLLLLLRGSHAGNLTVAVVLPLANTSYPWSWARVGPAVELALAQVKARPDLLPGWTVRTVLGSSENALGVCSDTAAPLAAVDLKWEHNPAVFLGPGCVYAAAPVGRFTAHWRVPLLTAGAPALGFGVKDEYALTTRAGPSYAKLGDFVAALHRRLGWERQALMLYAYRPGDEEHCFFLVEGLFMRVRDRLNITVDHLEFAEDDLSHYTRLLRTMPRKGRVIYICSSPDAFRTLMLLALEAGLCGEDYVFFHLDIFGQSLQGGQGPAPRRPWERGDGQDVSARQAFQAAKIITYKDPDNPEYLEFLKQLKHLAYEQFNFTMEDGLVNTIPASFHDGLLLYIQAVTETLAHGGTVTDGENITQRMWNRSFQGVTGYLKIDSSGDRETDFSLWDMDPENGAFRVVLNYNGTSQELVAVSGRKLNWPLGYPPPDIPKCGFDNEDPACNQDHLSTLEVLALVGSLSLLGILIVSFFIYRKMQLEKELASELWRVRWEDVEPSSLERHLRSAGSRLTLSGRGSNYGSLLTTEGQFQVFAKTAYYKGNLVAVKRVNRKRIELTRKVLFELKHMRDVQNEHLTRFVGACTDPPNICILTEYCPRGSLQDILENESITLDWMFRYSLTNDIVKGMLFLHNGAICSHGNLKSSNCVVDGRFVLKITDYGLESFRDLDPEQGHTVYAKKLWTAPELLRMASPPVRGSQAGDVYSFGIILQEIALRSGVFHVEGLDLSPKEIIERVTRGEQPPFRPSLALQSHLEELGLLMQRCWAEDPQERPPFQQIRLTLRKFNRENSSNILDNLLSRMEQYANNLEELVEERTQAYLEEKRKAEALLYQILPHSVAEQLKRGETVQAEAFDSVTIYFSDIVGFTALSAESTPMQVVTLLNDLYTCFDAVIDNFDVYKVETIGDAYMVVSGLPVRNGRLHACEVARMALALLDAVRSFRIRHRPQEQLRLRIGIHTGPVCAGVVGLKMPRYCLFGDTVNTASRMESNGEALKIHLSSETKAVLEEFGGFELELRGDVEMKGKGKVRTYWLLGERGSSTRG
DAX1 inh-1: inhibits human nuclear receptor DAX1; P51843; HEK293 Gal4-DAX1 luciferase reporter, luminescence; inhibition, % at 6.75 µM; 340,000 compounds, 0.99% hits; AID 504766;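 active = inhibition above the mean over all tested compounds plus 3 SD, cut at about 4.2% in these data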;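 note: 0% = DAX1-transfected cells with DMSO and 100% = empty-vector control cells with DMSO; inhibition shows as a rise in luminescence from relieved DAX1 repression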
ADAM17 inh: inhibits human ADAM17; P78536; recombinant ADAM17, EDANS/DABCYL FRET peptide cleavage; inhibition, % at 6.95 µM; 370,000 compounds, 0.83% hits; AID 720648;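 active = inhibition above the mean of compounds lying between control limits plus 3 SD, set per campaign, cut at about 8.5% in these data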;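 note: 0% = DMSO-only wells as the low control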
PG9 binder: PG9 antibody binding by small molecule | TR-FRET gp120-PG9 antibody binding | inhibition, % at 6.7 µM | 360,000 compounds, 0.43% hits; in the data active = inhibition above about 8.5%
SMARCA2 activ: SMARCA2 function activation, primary screen; MG213 cells, MMTV-luciferase reporter, dexamethasone, overnight; activation, % at 9.1 µM; 370,000 compounds, 1% hits; in the data active = activation above about 7.8%;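 note: 0% = vehicle wells and 100% = reference activator wells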
DAX1 inh-2: blocks DAX1 repression of SF-1 activated StAR promoter; HEK293T StAR-luciferase reporter, SF-1/DAX-1 repression relief; inhibition, % at 6.8 µM; 370,000 compounds, 1.1% hits; AID 652010;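 active = inhibition above the mean over all tested compounds plus 3 SD, cut at about 3.6% in these data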;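 note: 0% = DAX-1 cells with DMSO and 100% = cells lacking DAX-1 with DMSO; higher inhibition means more luminescence from relief of DAX-1 repression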
ADAM10 inh: inhibits human ADAM10; recombinant ADAM10, EDANS/DABCYL FRET peptide cleavage, 3 h; O14672; 370,000 compounds, 0.62% hits; AID 720582; inhibition, % at 7 µM;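 active = inhibition above a per-campaign cutoff equal to the mean of compounds falling between control-based bounds plus 3 SD, cut at about 20% in these data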;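 note: 0% = DMSO wells while the 100% control is not disclosed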
hgDAF12 agonist: agonists of H. glycines DAF-12 nuclear receptor. HEK293 GAL4-hgDAF12 UAS-luciferase reporter, agonist luminescence; normalized to butyrate control. activation, % at 6.8 µM. 370,000 compounds, 1.8% hits;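 active = activation above a cutoff set at the mean of all screened compounds plus 3 SD, cut at about 10% in these data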;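 note: 0% = DMSO wells and 100% = sodium butyrate wells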
hcDAF12 agonist: activators of H. contortus DAF-12 nuclear receptor | AID 652067 | activation, % at 6.8 µM | HEK293 hcDAF-12 lit1-tk-luc reporter, luminescence; 0% DMSO, 100% Δ7-dafachronic acid | 370,000 compounds, 1.4% hits;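 active = activation above the mean of all tested compounds plus 3 SD, cut at about 5.5% in these data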;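 note: 100% = response to 3 µM Δ7-dafachronic acid high control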
FXN GAA850 act: activators of GAA850 frataxin (FXN) promoter; HEK293 lucGAA850 FXN promoter luciferase reporter, 24 h; percent of 10 µM SAHA response; activation, % at 6 µM; AID 540364; 360,000 compounds, 0.56% hits;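 active = activation above the average of all compounds screened plus 3 SD, cutoff fixed separately per campaign, cut at about 7.5% in these data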;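 note: 0% = DMSO wells and 100% = 10 µM SAHA wells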
ssDAF12 agonist: activators of S. stercoralis DAF-12 nuclear receptor; HEK293 ssDAF-12/GRIP1 lit1-tk-luc reporter, luminescence; % of 3 µM dafachronic acid response; activation, % at 6.8 µM; 370,000 compounds, 1% hits; AID 652126;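 active = activation above the mean over all tested compounds plus 3 SD, cut at about 0.9% in these data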;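 note: 0% = DMSO-only wells and 100% = 3 µM delta7-dafachronic acid wells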
Active calls of the source: *; x = no result given. Random draw from the library; about 6.8% have a hit in one of these screens.

Below each compound – NPR1 activator, DAX1 inh-1, ADAM17 inh, PG9 binder, SMARCA2 activ, DAX1 inh-2, ADAM10 inh, hgDAF12 agonist, hcDAF12 agonist, FXN GAA850 act, ssDAF12 agonist
Brc1ccc(OCCOCCN2CCOCC2)cc1
  0, 0.2, -5, 1.1, -1, 0.1, -1, -0.1, -0.1, 0.9, -1.7
CCOC(=O)Cc1c(C)nc2cc(-c3ccc(C(C)(C)C)cc3)[nH]n2c1=O
  3, 1.2, -4, 0.3, 1, 0.4, -6, 1.1, -0.3, 2.9, -1.1
Cc1cc(C)cc(C(=O)Oc2cc(C)[nH]c(=O)c2[N+](=O)[O-])c1
  4, 1.1, -2, -0.3, -1, 0.0, -6, 0.1, 8.5*, -1.4, -1.4
CCOC(=O)N1CCC(NC(=O)C2CCCCN2S(=O)(=O)c2ccc(F)cc2)CC1 (stereo not given)
  -2, 0.2, -4, -1.1, -2, -0.9, -9, -3.0, -1.7, 0.2, -1.2
CC(C)CN(C(=O)CCC(=O)OC(C)C(=O)Nc1cccc(C#N)c1)c1c(N)n(CC(C)C)c(=O)[nH]c1=O (stereo not given)
  4, 0.1, -3, 1.0, -3, 2.8, -3, -1.1, -1.0, 4.0, -0.7
O=C1c2ccccc2C2N1CCCN2C(=O)c1sc2ccccc2c1Cl (stereo not given)
  -3, 0.0, 4, 3.1, -2, 0.3, 7, 6.4, 1.5, 4.4, 0.0
NC(=S)NC(c1ccccc1)c1ccncc1 (stereo not given)
  4, -0.2, -4, 1.4, -3, 0.0, -1, -0.2, -0.1, 1.4, -0.3
NNc1ccc(Cl)nn1
  -1, 0.7, -4, -1.3, 5, 1.0, 2, 2.8, 0.3, 4.0, -1.9
O=C(Nc1nnc(-c2cccc(F)c2)s1)Nc1ccccc1F
  6, 2.7, -3, 0.6, 0, -0.3, -11, -1.5, -1.2, 0.1, -1.6
CC(C)(CNC(=O)CNC(=O)C1CCCCC1)N1CCOCC1
  0, 2.0, -3, -0.1, 3, -0.4, 0, 0.7, -0.6, -0.1, -0.7
Cc1ccc(C(=O)NNC(=O)COc2ccc(Cl)cc2C)o1
  0, 0.1, 0, 0.1, 0, 0.5, -1, -0.3, -1.2, 0.2, -0.6
Cc1ccc(S(=O)(=O)CCC(=O)Nc2nnc(-c3ccco3)o2)cc1
  1, 1.0, -3, 0.9, -2, 1.6, -6, 3.6, -0.6, 1.0, -0.8
Cc1nnc(SCc2cccc(Oc3ccccc3)c2)n1N
  2, 0.1, -4, 1.5, -2, 0.4, -2, 2.5, -1.8, -0.1, -0.8
CN(C)S(=O)(=O)c1ccc(C(=O)Nc2cccnc2)cc1
  4, 0.8, 1, -2.1, 0, -1.3, 7, -0.3, -1.2, 0.3, -1.6
COc1ccc(/C=N/NC(=O)c2ccoc2C)cc1CN1CCN(c2ccc(F)cc2)CC1
  -5, 1.4, 7, -2.5, 2, -0.1, 12, 6.1, -1.1, 3.1, -1.0
COc1cc2c(cc1OC)-c1nnnn1C(C)(C)C2
  5, 0.2, -4, -0.1, -2, 0.8, -2, -1.3, -1.5, 1.1, -1.5
COc1ccc(S(=O)(=O)Nc2ccc3c(c2)C(=O)N([C@@H](C)CO)C[C@H](C)[C@H](CN(C)S(=O)(=O)c2ccc(F)cc2)O3)cc1
  5, 0.1, 2, -1.2, -1, -2.0, 6, 0.0, -2.8, -2.0, -1.1
CN(N)c1ccc2c(C(F)(F)F)cc(C(F)(F)F)nc2n1
  -1, -0.1, -13, -2.9, 2, 0.2, -34, 0.2, -2.4, 1.9, -1.1
CCOc1cc2[nH]c(=S)n(Cc3ccc(C(=O)N4CCN(C)CC4)cc3)c(=O)c2cc1OCC
  1, 0.2, 2, -0.8, -2, -1.7, -1, 0.9, 0.4, -0.3, -0.7
CCCNc1nc(C)cc(-c2cc(-c3ccc(Cl)cc3)on2)n1
  1, 1.7, -2, -0.7, 0, 0.0, -2, 1.4, -1.5, 0.8, -0.5

As a short view, two of the compounds above:
Below each compound – NPR1 activator, DAX1 inh-1, ADAM17 inh, PG9 binder, SMARCA2 activ, DAX1 inh-2, ADAM10 inh, hgDAF12 agonist, hcDAF12 agonist, FXN GAA850 act, ssDAF12 agonist
CCOc1cc2[nH]c(=S)n(Cc3ccc(C(=O)N4CCN(C)CC4)cc3)c(=O)c2cc1OCC
  1, 0.2, 2, -0.8, -2, -1.7, -1, 0.9, 0.4, -0.3, -0.7
CCCNc1nc(C)cc(-c2cc(-c3ccc(Cl)cc3)on2)n1
  1, 1.7, -2, -0.7, 0, 0.0, -2, 1.4, -1.5, 0.8, -0.5

Continued:
Below each compound – NPR1 activator, DAX1 inh-1, ADAM17 inh, PG9 binder, SMARCA2 activ, DAX1 inh-2, ADAM10 inh, hgDAF12 agonist, hcDAF12 agonist, FXN GAA850 act, ssDAF12 agonist
COc1nc(-c2ccccc2Cl)ccc1C#N
  -4, -0.6, -2, 0.3, -3, -0.9, -1, 2.6, -1.9, 5.9, -1.4
CCOC(=O)COc1nc(C)c(Br)c(OC)n1
  3, 0.9, -1, 2.7, -1, 0.5, 2, -0.6, -0.7, 1.6, -0.8
COc1cccc(NC(=O)c2sc3nc4n(c(=O)c3c2C)CCC4)c1
  -3, 0.1, 8, -2.3, 4, 4.7*, -2, 5.7, 3.0, 4.0, -0.6
CS(=O)(=O)N(CC(=O)N1CCCCC1)Cc1ccccc1
  2, 5.0*, 1, 0.2, -3, 0.0, 1, -0.9, 0.1, -1.3, -1.0
COc1ccc(NC(=O)Nc2ccc(C(=O)N3CCOCC3)cc2)cc1OC
  -5, -0.7, -1, -1.5, -1, -0.9, -6, 0.6, -1.4, 0.3, -1.1
CCN(CC)CCC(c1cc(OC)c(OC)c(OC)c1)c1c(OC)cc(OC)c2c(-c3ccccc3)cc(=O)oc12 (stereo not given)
  -3, 0.3, 0, -1.6, 2, 0.6, -1, -0.2, -1.9, -1.4, -1.8
COC(=O)COc1cccc2c(=O)n(CC(=O)N3CCCCC3)ccc12
  4, -0.3, -10, -1.7, -1, 0.0, -25, 1.2, -1.2, -0.7, -1.6
COc1cc(OC)c(C(=O)Nc2cc(S(=O)(=O)N3CCOCC3)ccc2N2CCN(C)CC2)cc1OC
  -1, 0.5, 0, -0.6, -5, -2.0, -24, -3.1, -1.6, 1.9, -0.5
Cc1ccc(S(=O)(=O)CCSc2n[nH]c(=O)n2-c2ccccc2)cc1
  2, x, 0, -1.6, -3, -1.2, -1, -1.3, -0.8, 0.1, -0.6
Cc1c(NC(=O)/C=C/C(=O)O)cccc1[N+](=O)[O-]
  -2, -0.3, -4, -2.3, -1, 0.0, 0, -0.9, -0.5, 0.7, -0.9
O=C(O)Cc1ccc(NC(=S)Nc2cccc(Cl)c2Cl)cc1
  2, 0.0, 0, -2.3, -2, 0.2, 0, 3.2, 2.6, -0.3, -0.8
CCOc1ccc(C2c3c(oc4ccccc4c3=O)C(=O)N2CCCN2CCOCC2)cc1 (stereo not given)
  2, -1.0, -101, 0.1, 2, 0.2, -287, 1.2, -0.6, 3.3, -1.1
CCN(C[C@H]1N[C@@](Cc2ccccc2)(C(=O)OC)[C@H]2C(=O)N(Cc3ccccc3)C(=O)[C@@H]12)S(=O)(=O)c1ccccc1
  -1, -0.6, -2, -0.5, -2, -0.3, -1, 0.5, 1.5, -1.4, -0.7
CCOc1ccc(/C(C)=N/NC(=O)c2nnn(-c3nonc3N)c2-c2cccs2)cc1
  2, 0.2, -4, -3.0, -1, -0.1, 8, 1.4, -1.4, -0.9, -1.2
Cc1ccc(S(=O)(=O)Cc2ccc(C(=O)N3CCN(c4cccc(C)c4C)CC3)o2)cc1
  -1, -3.0, 4, -0.1, -5, -3.8, 7, 1.1, -2.2, -4.7, -1.4
COCCN1C(=O)C(=O)/C(=C(/O)c2ccc(OC(C)C)cc2)C1c1cccnc1 (stereo not given)
  1, 0.4, -2, 6.7, -1, 0.2, -2, -1.8, -1.5, 0.8, -1.4
CN(C)CCNc1nc2sc3c(c2c(=O)n1Cc1ccccc1)CCCCC3
  -7, 0.4, 1, 0.8, -4, -0.1, -1, 1.2, -1.5, 3.3, -1.3
O=C1NN(CCO)C(=S)Nc2ccccc21
  0, 0.2, -6, 0.2, -2, -0.7, -9, 2.3, 0.3, 0.0, -1.1
Cc1ccc2nc(SCC(=O)NC3CCCC3)nc(=O)n2c1
  -1, 1.2, -16, -3.0, -4, 0.0, -85, -2.7, -1.1, -1.4, -0.8
COc1ccc(S[C@]2(C(=O)N(C)C)CC(=O)N(c3ccsc3)[C@@H]2c2ccc(OC)cc2)cc1
  -4, x, 3, x, -4, -1.3, 6, 3.3, -1.3, x, -1.5
CSc1nc2n(n1)C(c1cccc(F)c1)C(C(=O)Nc1ccc(C)cc1C)=C(C)N2 (stereo not given)
  -1, -1.1, -4, 1.8, -4, -0.9, -5, 0.1, -1.5, -2.0, -0.4
CC1(C)Cc2cccc(OCC(=O)N3CCN(S(=O)(=O)c4ccccc4)CC3)c2O1
  -16, 0.7, -6, -2.2, -2, -0.2, 3, -0.1, -1.1, 1.8, -1.1
C=C1CCN([C@@H](Cc2ccccc2)C(=O)NCc2ccc(Cl)c(Cl)c2)S(=O)(=O)c2ccccc21
  -7, 0.8, 6, -1.5, -1, -0.2, 12, 1.0, -0.3, -0.4, -0.8
N#CC1=C(N)NC(SCC(=O)c2ccc(Cl)cc2)=C(C#N)C12CCCC2
  2, -2.4, -1, 1.6, 3, -0.8, -4, 2.4, -0.7, 0.6, -1.8
CC1(c2ccc3ccccc3c2)CCC(=O)O1 (stereo not given)
  0, 0.6, -4, 1.0, -3, -2.0, -22, -1.2, -0.8, 0.0, -0.3
CCOC(=O)[C@]12CCCC=C1N(Cc1cccc3ccccc13)C(=O)[C@H](CC(=O)N1CCC(c3ccccc3)CC1)C2
  2, x, -6, -0.1, -1, -0.7, -14, 1.1, -0.3, x, -0.5
COc1ccc(Cl)cc1S(=O)(=O)N1CCN=C1c1ccccc1
  -1, -0.4, 0, -1.9, 0, -1.0, 7, -2.9, 0.3, 4.3, -1.2
COC(=O)c1sccc1N/N=C/c1cccc(Oc2ccccc2)c1
  0, 2.1, -5, 0.2, 3, 1.9, -10, 11*, 1.3, -0.2, -0.7
COCCNC(=S)N/N=C/c1ccc(OCc2ccc(C(=O)OC)cc2)cc1
  5, 0.9, -5, -4.1, 1, 1.0, -10, -2.9, -1.2, 0.7, -1.6
O=S(=O)(c1ccc(F)c(F)c1)N1CCCCCCC1
  -2, 0.5, -3, 1.7, -2, -1.3, -8, -0.3, 0.8, 2.0, -0.9
COc1cc(OC)cc(C(=O)NNC(=O)c2ccccn2)c1
  -2, 0.7, 1, -1.4, -1, -1.1, 3, -5.2, -2.6, 1.6, -1.3
COc1ccc(-c2cc3c(=O)n(CC(=O)NCc4ccccc4F)ncn3n2)cc1
  7, 0.7, -2, -0.6, 2, 1.5, -2, 1.5, 1.1, 0.4, -0.4
CCOc1ccccc1NC(=O)Nc1ccon1
  3, -1.4, -6, -0.2, -2, 0.4, -5, -1.6, -2.6, 0.7, -1.8
CCN(CC)C(=O)c1c([N+](=O)[O-])c(C(C)(C)C)nn1C
  -3, -0.2, 1, -2.5, 2, 0.5, 4, 2.0, -1.0, 0.1, -1.1
